Bioassay records: PubChem, The Scripps Research Institute Molecular Screening Center
OXTR agonist = activates the human oxytocin receptor | P30559 | actives 0.32% (n = 320,000) | AID 2435 | activation, % at 3 µM | CHO-OTR cells, Fluo-8 calcium fluorescence; normalized: DMSO 0%, oxytocin 100%;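 active = activation above the mean of all tested compounds plus 3 SD, cutoff set per screening run, cut at about 20% in these data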;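 note: peak over basal fluorescence ratio from a 100 s FLIPR kinetic read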
Target sequence (P30559 whole entry, looked up): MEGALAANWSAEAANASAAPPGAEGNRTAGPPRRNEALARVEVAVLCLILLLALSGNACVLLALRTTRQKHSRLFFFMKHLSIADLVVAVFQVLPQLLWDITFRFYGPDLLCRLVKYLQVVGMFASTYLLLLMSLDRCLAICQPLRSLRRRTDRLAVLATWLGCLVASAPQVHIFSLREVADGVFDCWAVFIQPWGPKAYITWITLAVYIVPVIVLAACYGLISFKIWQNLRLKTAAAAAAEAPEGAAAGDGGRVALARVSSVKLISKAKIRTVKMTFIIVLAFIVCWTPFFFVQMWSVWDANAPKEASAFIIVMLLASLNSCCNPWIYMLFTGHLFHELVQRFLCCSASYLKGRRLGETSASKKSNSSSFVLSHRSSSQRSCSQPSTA
CHO parental Ca = counter-screen for OX1R antagonists: effect in parental CHO cells. parental CHO-K1, ATP-induced calcium, Fluo-8 fluorescence. inhibition, % at 5.6 µM. actives 0.63% (n = 330,000);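 active = inhibition above that plate's mean sample inhibition plus 3 SD, cut at about 26% in these data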;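 note: 0% = ATP-challenged DMSO wells and 100% = DMSO wells without ATP; some compounds past the cut are filed as inactive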
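Assay system: untransfected parental CHO cell line. Also added: ATP agonist challenge. Dosing: one dose, 5.6 µM nominal. Measured by: Fluo-8 fluorescence. Read-out: % inhibition. Benchmarks: ATP wells versus no-ATP DMSO wells. Repeats: no replicates.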
V1aR counter = counter-screen for oxytocin receptor agonists: human V1a receptor agonists | P37288 | CHO-V1R cells, Fluo-8 calcium fluorescence, agonist mode; 0% DMSO, 100% 3 nM vasopressin | activation, % at 3 µM | actives 0.25% (n = 320,000) | AID 2797;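 active = activation above the mean activation of all tested compounds plus 3 SD, per screening run, cut at about 20% in these data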;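 note: signal is peak over basal fluorescence ratio across a 100 second FLIPR read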
CHO-K1 Ca antag = M1 antagonist counterscreen hit in parental CHO-K1 cells; ATP-induced calcium, Fluo-8 fluorescence; inhibition, % at 3 µM; actives 0.6% (n = 360,000); AID 602250;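 active = inhibition above a per-plate cutoff, the plate's mean sample inhibition plus 3 SD, cut at about 24% in these data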;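 note: 0% = DMSO plus EC80 ATP and 100% = DMSO alone without ATP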
CHO-K1 Ca ag = M1 agonist counterscreen hit in parental CHO-K1 cells; Fluo-8 calcium fluorescence; scaled to maximal ATP response, vehicle zero; activation, % at 3 µM; actives 0.48% (n = 360,000); in the data active = activation above about 15%;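 note: untransfected CHO-K1 host cells lacking M1 receptor as counterscreen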
CHO-K1 Ca PAM = nonselective activator or artifact in parental CHO-K1 calcium assay. activation, % at 3 µM. AID 602247. actives 0.02% (n = 360,000). ATP EC20, Fluo-8 calcium fluorescence; 0% at ATP EC20, 100% at ATP max;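 active = activation above the run cutoff, the mean activation of all test compounds plus 3 SD, cut at about 40% in these data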;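 note: peak over basal fluorescence ratio in a 140 s read after ATP addition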
OXTR potentiate = potentiators of human oxytocin receptor. CHO-OTR cells, Fluo-8 calcium fluorescence, potentiator mode; 0% = oxytocin EC15, 100% = EC100. activation, % at 3 µM. actives 0.061% (n = 320,000);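 active = activation above that plate's cutoff, the mean activation of tested compounds plus 3 SD, cut at about 6.6% in these data, passing the limit was not always enough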;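 note: 100% uses oxytocin at 75 nM as the full agonist control; some results filed as inactive read as strong as hits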
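System: human OTR in CHO cells; Also added: sub-maximal oxytocin, roughly EC15; Timing: compound 6 min at room temperature before oxytocin, 100 s read; Technique: Fluo-8 intracellular calcium fluorescence, ex 470-495, em 515-575 nm; Controls: oxytocin EC15 low and EC100 high; Replication: singlicate.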
GPR7 antagonist = blocks human GPR7 receptor signaling. actives 1.1% (n = 290,000). P48145. GPR7-expressing cells, fluorescence antagonist assay. inhibition, % at 4.4 µM; in the data active = inhibition above about 16%, passing the limit was not always enough;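 note: cells stimulated with the agonist NPW; 0% = agonist with vehicle and 100% = vehicle without agonist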
Target sequence (P48145 whole entry, looked up): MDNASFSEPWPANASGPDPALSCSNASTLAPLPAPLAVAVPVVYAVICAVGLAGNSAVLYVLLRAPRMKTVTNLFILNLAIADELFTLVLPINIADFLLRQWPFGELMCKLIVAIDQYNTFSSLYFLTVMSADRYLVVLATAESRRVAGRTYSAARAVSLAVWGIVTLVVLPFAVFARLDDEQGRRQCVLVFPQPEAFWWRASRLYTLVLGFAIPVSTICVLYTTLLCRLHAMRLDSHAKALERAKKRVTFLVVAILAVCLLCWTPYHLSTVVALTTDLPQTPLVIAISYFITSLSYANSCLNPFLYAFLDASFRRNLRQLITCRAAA
TAAR1 antagonist = antagonists of human TAAR1; CHO RD-HGA16 TAAR1, Fluo-8 calcium fluorescence, antagonist; Q96RJ0; actives 1.5% (n = 360,000); AID 624466; inhibition, % at 3 µM;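 active = inhibition above a per-plate cutoff, the mean inhibition of test compounds on that plate plus 3 SD, cut at about 49% in these data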;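 note: 0% = DMSO plus EC80 beta-PEA response and 100% = DMSO alone without agonist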
Target sequence (Q96RJ0 whole entry, looked up): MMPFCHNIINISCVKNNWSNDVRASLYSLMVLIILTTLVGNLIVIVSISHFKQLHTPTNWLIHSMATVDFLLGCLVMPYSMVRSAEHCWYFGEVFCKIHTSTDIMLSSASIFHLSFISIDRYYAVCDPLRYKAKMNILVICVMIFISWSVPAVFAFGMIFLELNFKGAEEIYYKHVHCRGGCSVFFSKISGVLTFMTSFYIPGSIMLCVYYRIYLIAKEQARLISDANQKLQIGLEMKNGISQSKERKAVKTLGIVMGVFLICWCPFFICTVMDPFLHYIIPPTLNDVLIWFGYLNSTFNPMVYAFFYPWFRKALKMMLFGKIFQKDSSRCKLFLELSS
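test system = CHO RD-HGA16 cells bearing hTAAR1 | replication = singlicate | controls = DMSO-only wells and EC80 β-PEA-stimulated wells | reagent = EC80 β-phenethylamine stimulus | read-out basis = percent inhibition of PEA-evoked calcium signal, max/basal emission ratio | schedule = seeding 17-24 h prior, 75-min 37 °C, 30-min RT dye loading | signal = kinetic Fluo-8 calcium fluorescence measurement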
Starred values were filed as active, the others as inactive; nt = not tested or not shown.

Each structure is followed by: OXTR agonist | CHO parental Ca | V1aR counter | CHO-K1 Ca antag | CHO-K1 Ca ag | CHO-K1 Ca PAM | OXTR potentiate | GPR7 antagonist | TAAR1 antagonist
Cc1coc2cc3oc(=O)c(CCC(=O)N4C[C@H]5C[C@@H](C4)c4cccc(=O)n4C5)c(C)c3cc12
    0.2 | -14 | 0.6 | -3 | 0.4 | 5 | -1 | -4 | -8
COc1ccc(NS(=O)(=O)c2ccc(SC)cc2)c(OC)c1
    4.4 | -9 | 3.8 | 4 | 4.7 | -7 | -11 | 1 | 5
CCn1c(SCC(=O)c2ccc(Br)cc2)nnc1C(C)NC(=O)Cc1ccc(OC)cc1 (stereo not drawn)
    -1.0 | -21 | 0.1 | 3 | 0.1 | 1 | 3 | -2 | -11
CCC(C)NC(=O)Nc1ccc(Br)cc1Cl (stereo not drawn)
    -2.5 | -21 | -1.4 | -3 | -0.1 | 11 | -13 | 7 | 16
Cc1ccc(N(CC(=O)NCc2ccco2)C(=O)CNS(=O)(=O)c2ccc(F)cc2)c(C)c1
    0.5 | -17 | 6.9 | -2 | 0.4 | -6 | -14 | 8 | -16
COc1ccc(OC)c(C2=NOC(C(=O)NCc3cccs3)C2)c1 (stereo not drawn)
    -0.7 | -21 | 0.7 | -4 | 1.5 | 2 | -1 | 3 | 6
COc1cccc(/C=N/Nc2nc(-c3cccnc3)nc3ccccc23)c1
    -0.5 | -22 | 0.0 | 0 | 4.2 | 17 | -10 | -11 | 48
CCC1CCCCN1C(=O)c1noc(C(C)C)c1[N+](=O)[O-] (stereo not drawn)
    -1.6 | -3 | -0.9 | -6 | 2.1 | 12 | -7 | 19* | -7
Cc1cccc(NC(=O)CSc2nnc(CSc3nc(C)cc(C)n3)n2Cc2ccco2)c1
    -2.7 | -15 | 0.9 | -1 | -0.1 | 3 | -21 | -2 | -24
COc1ccc2nc(NC(=O)c3ccc([N+](=O)[O-])o3)sc2c1
    1.1 | -16 | 1.4 | 1 | 0.6 | 1 | -12 | -13 | -12
Cc1c(Br)c([N+](=O)[O-])nn1CC(=O)Nc1ccc2nc3n(c(=O)c2c1)CCCC3
    -0.3 | 0 | 1.2 | -17 | 1.3 | 18 | -9 | -17 | 4
COc1ccc(-c2csc(C(C)(NC(C)=O)c3ccc(OC)cc3)n2)cc1 (stereo not drawn)
    nt | nt | nt | -7 | 1.1 | 12 | nt | nt | -14
CCOC(=O)c1ccccc1-n1nnnc1C
    -0.5 | -13 | 0.6 | 14 | -0.2 | -28 | -1 | -13 | -24
Cc1[nH]c2ccccc2c1C(=O)CSc1ccccn1
    1.3 | -1 | 0.8 | 1 | 0.9 | -8 | -10 | -2 | 25
Nc1ccn([C@@H]2O[C@H](CNC(=O)[C@@H](Cc3cccnc3)NC=O)[C@@H](O)[C@H]2O)c(=O)n1
    nt | nt | nt | -3 | 0.3 | 16 | nt | nt | 11
O=C(Nc1nnc(-c2ccc3c(c2)OCCO3)o1)C1CCCCC1
    -2.2 | 7 | 0.5 | -5 | -0.2 | 6 | -5 | -3 | -14
CSCCC(/C(O)=C(\C#N)c1nc2ccccc2[nH]1)N1C(=O)c2ccccc2C1=O (stereo not drawn)
    -0.6 | -23 | -0.6 | -5 | 1.5 | 21 | -3 | -3 | 1
O=C(CNS(=O)(=O)c1ccc(F)cc1)N1CCCC1
    -0.6 | -7 | -1.0 | 5 | -0.7 | 3 | -4 | nt | 7
COCCCN1C(=O)C(=O)/C(=C(/O)c2ccc(S(=O)(=O)N3CCCCC3)cc2)C1c1ccc(OC)cc1 (stereo not drawn)
    -0.2 | 4 | -0.1 | -2 | 0.2 | -7 | -4 | 8 | -7
O=C(CCN1C(=O)c2ccccc2S1(=O)=O)N1CCN(c2cccc(Cl)c2)CC1
    1.7 | -13 | 0.7 | 3 | 1.8 | -22 | -14 | nt | -1
C#CCOCCOCCOCCNc1nc(N2CCN(C(=O)[C@H](CCCCN)n3cc([C@@H](N)C(C)CC)nn3)CC2)nc(N2CCN(C(=O)[C@H](Cc3ccc(O)cc3)n3cc([C@@H](N)CC(C)C)nn3)CC2)n1 (stereo partly drawn)
    0.3 | 4 | 1.2 | -5 | 0.8 | 6 | 5 | -18 | 10
COc1ccc(NC(=O)C[C@H]2C(=O)N(c3ccc(Br)cc3)C[C@@H]2C)cc1
    nt | nt | nt | 9 | 2.6 | 0 | nt | nt | -1
Cn1c(SCC(=O)NCc2ccccc2)nc2c([nH]c3ccccc32)c1=O
    -2.2 | -19 | -1.0 | nt | nt | nt | 1 | -4 | nt
CCOc1cc2[nH]c(=S)n(Cc3ccc(C(=O)O)cc3)c(=O)c2cc1OCC
    nt | nt | nt | -5 | 0.8 | 5 | nt | 9 | -7
COC(=O)C1=C(CS(=O)(=O)c2ccc(Cl)cc2)NC(=O)NC1c1ccc(O)c(OC)c1 (stereo not drawn)
    0.0 | -9 | 0.4 | -6 | 0.8 | 2 | -5 | -12 | -2
Cc1cc(C(=O)OCc2nc3ccccc3s2)c(C)o1
    -2.0 | -34 | -0.3 | -3 | -0.2 | 9 | -10 | 4 | 14
COc1ccc(OC)c(-c2csc(NC(=O)C3=NNC(=O)CC3)n2)c1
    -1.0 | 2 | 0.0 | 6 | 1.8 | 4 | -4 | -9 | 17
COc1ccc(C(=O)N2[C@@H](C(C)C)COc3cc(Br)ccc3S2(=O)=O)cc1
    nt | nt | nt | -2 | 0.3 | 1 | nt | nt | -9
CC(=O)c1cccc(Nc2ccc(Br)cc2)c1
    nt | nt | nt | 2 | 0.6 | 11 | nt | nt | -7
COC(=O)C1=C(C)N=C2SC(C#N)=C(N)N2C1c1cccc(OC)c1 (stereo not drawn)
    2.2 | -14 | 1.7 | -1 | 0.6 | 11 | -14 | -6 | -8
COc1ccccc1NC(=O)c1cnc2c(-c3ccccc3)c(C)nn2c1C
    -1.8 | -23 | -0.4 | 13 | 1.7 | -10 | -2 | -6 | 21
CCCCOc1ccc(NC(=O)[C@@H]2CCCN2C(=O)C2CCN(S(=O)(=O)c3ccc(C)cc3)CC2)cc1
    -0.8 | 0 | 1.7 | -6 | 0.2 | 17 | -11 | -12 | 1
CCOC(=O)c1ccccc1-c1cn2cc(Cl)ccc2n1
    -2.1 | -14 | -1.5 | 4 | -0.2 | 1 | -5 | 3 | 4
CNc1nc(Sc2ccccc2)cc(C(F)(F)F)n1
    -2.0 | -10 | -1.3 | -8 | 0.3 | 14 | -6 | -7 | 1
O=C(Cc1ccccc1)NCC(=O)N1CCC1
    0.2 | -1 | -0.3 | -18 | 0.8 | -12 | -8 | 0 | 5
COc1ccccc1OCC(=O)NC1CCCc2ccccc21 (stereo not drawn)
    -1.9 | -14 | -1.4 | -18 | 0.1 | 13 | -6 | -1 | 5
O=C(CSc1nc2[nH]ncc2c(=O)[nH]1)Nc1cc(C(F)(F)F)ccc1Cl
    nt | nt | nt | -9 | 0.7 | 5 | nt | nt | 4
Cc1ccc(C2(c3ccc(C)cc3)CC2C(=O)Nc2ccc([N+](=O)[O-])cc2O)cc1 (stereo not drawn)
    4.5 | 14 | 5.6 | 18 | 8.6 | 0 | -12 | 16 | 13
CC1CCN(Cc2cc(=O)oc3ccc(C(C)C)cc23)CC1
    -1.7 | -15 | -1.0 | -12 | -1.2 | 4 | -18 | -9 | 14
O=C(CCNC(=O)C1CCN(S(=O)(=O)c2ccc(F)cc2)CC1)NCc1ccccc1
    -1.2 | -5 | 0.8 | -2 | 11 | 20 | 4 | -15 | -6
CCc1cccc(C)c1NC(=O)CN(C)Cc1cccc(F)c1
    0.7 | -18 | 2.8 | -7 | 4.0 | 26 | -3 | 16 | -30
C=CCNC(=O)/C(=C\c1ccc(OC)cc1)NC(=O)c1ccc([N+](=O)[O-])cc1
    0.4 | -6 | 2.6 | -6 | 1.3 | 9 | -11 | 9 | -8
Cc1ccccc1NC(=O)CN1C(=S)NC(C)(C)CC1C (stereo not drawn)
    -0.8 | -13 | 0.0 | 22 | -0.7 | -14 | -8 | -7 | 2
Cc1ccc(C2SCC(=O)N2Cc2ccccc2)cc1 (stereo not drawn)
    -2.6 | -4 | -1.0 | -13 | -0.9 | 11 | -3 | -6 | -22
CC(C)(C)n1nnnc1C(c1cccnc1)N1CCN(c2cccc(C(F)(F)F)c2)CC1 (stereo not drawn)
    0.1 | -4 | -0.9 | 3 | 0.4 | 14 | 0 | -3 | -28

Rewritten as labelled records: entries from further up.
CCOC(=O)c1ccccc1-c1cn2cc(Cl)ccc2n1
  OXTR agonist = -2.1; CHO parental Ca = -14; V1aR counter = -1.5; CHO-K1 Ca antag = 4; CHO-K1 Ca ag = -0.2; CHO-K1 Ca PAM = 1; OXTR potentiate = -5; GPR7 antagonist = 3; TAAR1 antagonist = 4

CNc1nc(Sc2ccccc2)cc(C(F)(F)F)n1
  OXTR agonist = -2.0; CHO parental Ca = -10; V1aR counter = -1.3; CHO-K1 Ca antag = -8; CHO-K1 Ca ag = 0.3; CHO-K1 Ca PAM = 14; OXTR potentiate = -6; GPR7 antagonist = -7; TAAR1 antagonist = 1

The results go on.
Each structure is followed by: OXTR agonist | CHO parental Ca | V1aR counter | CHO-K1 Ca antag | CHO-K1 Ca ag | CHO-K1 Ca PAM | OXTR potentiate | GPR7 antagonist | TAAR1 antagonist
COc1ccccc1C(=O)NCC(=O)NCCSc1ccc(Br)cc1
    -0.6 | -11 | 1.7 | -12 | 1.6 | 9 | -3 | nt | 7
O=C1CC(SCCO)C(=O)N1c1ccc(Oc2ccccc2)cc1 (stereo not drawn)
    2.6 | -7 | 2.5 | -12 | 1.5 | -6 | -5 | 4 | -13
COc1ccc(-c2ccc3oc(-c4ccsc4)cc(=O)c3c2)cn1
    0.3 | -9 | 1.0 | -17 | 0.3 | 12 | -10 | nt | 4
Cc1ccccc1OCC(=O)NNC(=O)Cn1[nH]c(=O)c2ccccc2c1=O
    2.3 | -11 | 1.3 | -16 | 0.4 | 14 | 3 | nt | -7
CC(=O)Nc1ccc(-c2c(C)cc3oc(=O)cc(-c4ccccc4)c3c2C)cc1
    nt | -22 | nt | -6 | 0.7 | 0 | nt | nt | 30
O=C(CCSCc1ccccc1F)NCCc1ccccc1
    -1.9 | -11 | -0.8 | -8 | 0.7 | 12 | -8 | 1 | 76*
CCC(=O)Nc1ccc(Cl)c(NC(=O)c2ccccc2OC)c1
    -1.5 | -30 | -1.0 | -1 | 0.1 | 21 | -10 | -11 | -1
CCn1c(/C=C/Nc2ccccc2)[n+](CC)c2cc(Cl)c(Cl)cc21
    0.5 | -10 | 1.4 | 7 | -0.1 | 5 | -2 | -7 | 5
CCCCCOc1ccc2oc(=O)c3c(c2c1)CCCN3C(=O)CN1CCCC(C(=O)OCC)C1 (stereo not drawn)
    -1.4 | -44 | 1.1 | 7 | 0.1 | 5 | -13 | 1 | -9
